# TcdB GH inh = TcdB glycohydrolase inhibition; P18177; TcdB glycohydrolase enzymatic assay, plate reader; inhibition, % at 9.99 µM; actives 0.24% (n = 350,000); in the data active = inhibition above about 10%
# Target sequence (P18177 whole entry, looked up): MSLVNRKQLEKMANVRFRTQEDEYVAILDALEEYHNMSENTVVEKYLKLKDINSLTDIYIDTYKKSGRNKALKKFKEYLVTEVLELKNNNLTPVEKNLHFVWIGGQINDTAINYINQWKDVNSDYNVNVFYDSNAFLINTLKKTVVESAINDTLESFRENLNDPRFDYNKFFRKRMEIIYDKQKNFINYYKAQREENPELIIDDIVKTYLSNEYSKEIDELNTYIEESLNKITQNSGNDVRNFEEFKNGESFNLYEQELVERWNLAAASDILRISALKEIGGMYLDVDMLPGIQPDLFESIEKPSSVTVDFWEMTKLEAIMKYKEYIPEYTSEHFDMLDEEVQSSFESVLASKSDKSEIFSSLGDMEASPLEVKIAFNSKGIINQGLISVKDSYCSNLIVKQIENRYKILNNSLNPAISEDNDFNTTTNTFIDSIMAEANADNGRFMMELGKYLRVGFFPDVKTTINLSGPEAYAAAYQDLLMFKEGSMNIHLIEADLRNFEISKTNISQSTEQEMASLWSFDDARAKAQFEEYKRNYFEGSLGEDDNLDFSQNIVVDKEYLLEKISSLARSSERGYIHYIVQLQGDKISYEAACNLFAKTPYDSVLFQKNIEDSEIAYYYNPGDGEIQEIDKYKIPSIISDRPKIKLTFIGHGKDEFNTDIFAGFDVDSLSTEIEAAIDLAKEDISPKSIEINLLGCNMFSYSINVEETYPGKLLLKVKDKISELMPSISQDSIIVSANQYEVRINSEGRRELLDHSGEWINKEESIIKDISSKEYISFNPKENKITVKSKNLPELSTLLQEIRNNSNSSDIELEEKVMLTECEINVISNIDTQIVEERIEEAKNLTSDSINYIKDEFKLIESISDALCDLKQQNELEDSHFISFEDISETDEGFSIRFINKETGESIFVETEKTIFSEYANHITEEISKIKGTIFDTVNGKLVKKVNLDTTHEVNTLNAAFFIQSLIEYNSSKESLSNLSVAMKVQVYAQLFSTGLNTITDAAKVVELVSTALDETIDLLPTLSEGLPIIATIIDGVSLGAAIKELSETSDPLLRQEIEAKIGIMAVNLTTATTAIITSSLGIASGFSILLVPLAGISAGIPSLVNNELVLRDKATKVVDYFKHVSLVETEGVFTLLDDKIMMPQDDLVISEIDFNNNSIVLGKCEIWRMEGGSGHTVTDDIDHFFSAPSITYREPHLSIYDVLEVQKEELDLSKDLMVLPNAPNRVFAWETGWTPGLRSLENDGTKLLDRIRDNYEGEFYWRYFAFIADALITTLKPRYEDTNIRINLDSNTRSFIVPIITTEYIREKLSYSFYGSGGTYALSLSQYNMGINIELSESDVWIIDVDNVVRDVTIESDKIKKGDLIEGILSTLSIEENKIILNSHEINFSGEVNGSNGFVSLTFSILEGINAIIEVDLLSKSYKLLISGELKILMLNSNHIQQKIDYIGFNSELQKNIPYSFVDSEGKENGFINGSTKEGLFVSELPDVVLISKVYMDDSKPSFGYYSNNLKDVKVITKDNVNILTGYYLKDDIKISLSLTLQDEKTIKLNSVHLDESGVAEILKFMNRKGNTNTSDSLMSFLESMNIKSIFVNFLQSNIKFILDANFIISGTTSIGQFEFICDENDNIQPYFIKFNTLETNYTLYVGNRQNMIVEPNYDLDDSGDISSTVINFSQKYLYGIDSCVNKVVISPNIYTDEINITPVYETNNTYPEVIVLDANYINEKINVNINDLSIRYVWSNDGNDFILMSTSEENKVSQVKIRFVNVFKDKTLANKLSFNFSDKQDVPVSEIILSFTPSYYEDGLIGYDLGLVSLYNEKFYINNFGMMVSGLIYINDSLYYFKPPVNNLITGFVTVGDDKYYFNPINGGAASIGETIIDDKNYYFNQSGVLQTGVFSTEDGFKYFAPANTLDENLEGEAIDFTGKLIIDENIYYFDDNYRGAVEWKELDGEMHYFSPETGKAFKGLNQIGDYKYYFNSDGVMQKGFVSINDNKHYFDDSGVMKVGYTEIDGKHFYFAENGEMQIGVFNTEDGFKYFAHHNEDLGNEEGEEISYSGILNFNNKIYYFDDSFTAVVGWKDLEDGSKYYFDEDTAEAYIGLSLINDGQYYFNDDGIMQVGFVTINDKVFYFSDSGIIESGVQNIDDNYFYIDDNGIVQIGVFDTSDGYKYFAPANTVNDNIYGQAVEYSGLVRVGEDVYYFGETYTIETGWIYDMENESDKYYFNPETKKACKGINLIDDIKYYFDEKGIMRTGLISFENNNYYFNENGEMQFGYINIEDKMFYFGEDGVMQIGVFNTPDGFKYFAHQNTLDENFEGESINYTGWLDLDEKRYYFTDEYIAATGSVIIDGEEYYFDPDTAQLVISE
# * hit, by the source's call; & = joins results of further samples. An excerpt (hit frequency here may not be typical).
SMILES,TcdB GH inh
O=C(C[C@H]1CC[C@@H]2[C@H](COC[C@@H](O)CN2C(=O)Nc2ccc(C(F)(F)F)cc2)O1)NCC1CC1,0.4
CCN1[C@H](C(=O)NCCN2CCCCC2)[C@@H](CO)[C@@H]2Cn3c(ccc(-c4ccc(OC)cc4)c3=O)[C@@H]21,0.0
COc1ccc(COC[C@]23NC(=O)N[C@H](c4ccccc4O2)[C@H]3CO)cc1,-0.2
CC(C)C#Cc1ccc([C@@H]2[C@@H](CO)N3C(=O)CN(C(=O)NC4CCCCC4)C[C@@H]23)cc1,1.7
C[C@@H]1CCCCO[C@@H](CN(C)C(=O)Nc2ccccc2)[C@H](C)CN([C@@H](C)CO)C(=O)c2cc(NS(=O)(=O)c3cccs3)ccc2O1,0.0
C[C@H](CO)N1C[C@H](C)[C@@H](CN(C)Cc2ccccn2)Oc2ncc(C#CCc3ccccc3)cc2C1=O,-0.4
O=C(C[C@@H]1C[C@@H]2c3cc(NS(=O)(=O)c4ccccc4)ccc3O[C@@H]2[C@@H](CO)O1)N1CCOCC1,-0.7
C[C@@H]1CN([C@@H](C)CO)C(=O)c2cc(C3=CCCCC3)cnc2O[C@@H]1CN(C)S(=O)(=O)c1cn(C)cn1,0.4
COCC(=O)Nc1ccc2c(c1)[C@H]1C[C@H](CC(=O)N[C@H](C)c3ccccc3)O[C@@H](CO)[C@H]1O2,1.1
CC(C)CC#Cc1cnc2c(c1)C(=O)N([C@H](C)CO)C[C@H](C)[C@@H](CN(C)Cc1ccccn1)O2,-9.0
Cc1noc(C)c1S(=O)(=O)Nc1ccc2c(c1)C(=O)N([C@@H](C)CO)C[C@@H](C)[C@@H](CN(C)C(=O)NC1CCCCC1)OCCCC[C@@H](C)O2,0.2
CN1CCN(C(=O)C[C@H]2C[C@@H]3c4cc(NC(=O)Nc5ccc(C(F)(F)F)cc5)ccc4O[C@@H]3[C@H](CO)O2)CC1,-0.4
CCCC(=O)Nc1ccc2c(c1)OC[C@@H](C)N(C(=O)c1ccncc1)C[C@H](C)[C@@H](OC)CN(C)C2=O,0.1
CC(=O)N(C)C[C@H]1Oc2ncc(-c3cncnc3)cc2C(=O)N([C@@H](C)CO)C[C@@H]1C,-0.1
CC(C)CC#Cc1ccc2c(c1)O[C@H](CN(C)Cc1ccccn1)[C@H](C)CN([C@@H](C)CO)S2(=O)=O,1.1
CO[C@H]1CN(C)C(=O)c2cc(NS(C)(=O)=O)ccc2OC[C@H](C)N(C(=O)CC2CC2)C[C@H]1C,-3.8
Cn1cnc(S(=O)(=O)N2CCCCN3[C@@H](CO)[C@H](c4ccc(-c5ccccc5)cc4)[C@@H]3C2)c1,-0.1
C[C@@H]1CN([C@H](C)CO)S(=O)(=O)c2ccc(C#CC(C)(C)O)cc2O[C@@H]1CN(C)C(=O)CC1CC1,0.1
C[C@@H]1CN([C@H](C)CO)C(=O)c2cc(C#CCc3ccccc3)cnc2O[C@H]1CN(C)Cc1ccccc1,0.6
COc1ccc([Si](C)(C)[C@@H]2[C@@H](CCO)O[C@]3(C(=O)N(C)c4ccccc43)[C@H]2C)cc1,3.3
CN(C)CC(=O)N1[C@H](CO)[C@@H](c2ccc(-c3ccccc3F)cc2)[C@@H]1C#N,-0.8
C[C@@H]1CN([C@H](C)CO)C(=O)Cc2cc(NS(=O)(=O)c3ccc(Cl)cc3)ccc2O[C@@H]1CN(C)C(=O)Nc1cccc2ccccc12,0.0
CC(C)NC(=O)N(C)C[C@H]1Oc2ccc(NC(=O)CCCCCC(=O)Nc3ccccc3N)cc2CC(=O)N([C@H](C)CO)C[C@H]1C,-0.4
C[C@H](CO)N1C[C@H](C)[C@@H](CN(C)S(=O)(=O)c2cccs2)Oc2ccc(NC(=O)CCN3CCOCC3)cc2C1=O,0.9
COc1ccc(S(=O)(=O)Nc2ccc3c(c2)CC(=O)N([C@@H](C)CO)C[C@H](C)[C@H](CN(C)Cc2ccc(Oc4ccccc4)cc2)O3)cc1,0.3
C[C@@H]1CN([C@@H](C)CO)C(=O)c2cc(C#CC3CCCC3)cnc2O[C@H]1CN(C)C(=O)Cc1ccccn1,1.3
CO[C@@H]1CN(C)C(=O)c2ccc(NC(=O)c3ccccc3)cc2OC[C@@H](C)N(C)C[C@H]1C,-0.8
COc1ccc(NC(=O)N(C)C[C@@H]2Oc3ncc(-c4ccc(OC)cc4)cc3C(=O)N([C@H](C)CO)C[C@@H]2C)cc1,0.6
COc1ccc2c3c([nH]c2c1)[C@H](CO)N(Cc1nccs1)CC31CCN(C(=O)C2CC2)CC1,-0.5
COc1ccccc1CNC(=O)C[C@@H]1C[C@@H]2c3cc(NC(=O)C4CCC4)ccc3O[C@@H]2[C@@H](CO)O1,-6.1
CC(C)CC#Cc1cnc2c(c1)C(=O)N([C@@H](C)CO)C[C@H](C)[C@@H](CN(C)S(=O)(=O)c1cn(C)cn1)O2,0.2
COc1ccc(NC(=O)N(C)C[C@H]2Oc3c(NS(C)(=O)=O)cccc3C(=O)N([C@H](C)CO)C[C@@H]2C)cc1,0.6
CC(C)NC(=O)N(C)C[C@H]1Oc2ccc(NS(=O)(=O)c3ccc(Cl)cc3)cc2C(=O)N([C@H](C)CO)C[C@H]1C,-0.9
CCCNC(=O)C[C@H]1CC[C@H]2[C@@H](COC[C@H](O)CN2C(=O)c2ccccn2)O1,-3.0
Cc1ccc(S(=O)(=O)Nc2ccc3c(c2)C(=O)N([C@@H](C)CO)C[C@H](C)[C@@H](CN(C)Cc2ccc4c(c2)OCO4)OCCCC[C@H](C)O3)cc1,0.2
Cc1ccc(S(=O)(=O)N(C)C[C@H]2Oc3ccc(NC(=O)Nc4ccc5c(c4)OCO5)cc3CC(=O)N([C@@H](C)CO)C[C@H]2C)cc1,-0.9
CN(C)CC#Cc1ccc([C@H]2[C@H]3CN(C(=O)c4cccnc4)CC(=O)N3[C@H]2CO)cc1,-1.7
C[C@@H]1CCCCO[C@H](CN(C)Cc2ccc(C(F)(F)F)cc2)[C@@H](C)CN([C@@H](C)CO)C(=O)c2cc(NS(=O)(=O)c3ccccc3)ccc2O1,0.0
COc1ccc(-c2ccc([C@@H]3[C@@H](CO)N4C(=O)CN(Cc5ccc(C)cc5)C[C@H]34)cc2)cc1,-0.4
CO[C@H]1CN(C)C(=O)c2cc(NC(=O)c3ccno3)ccc2OC[C@@H](C)N(S(C)(=O)=O)C[C@@H]1C,-0.6
N#C[C@@H]1[C@@H](c2ccc(C#CC3CC3)cc2)[C@@H](CO)N1S(=O)(=O)Cc1ccccc1,0.1
COc1ccc(C#Cc2ccc3c(c2)O[C@H](CN(C)C(=O)c2ccccn2)[C@H](C)CN([C@H](C)CO)S3(=O)=O)cc1,-2.2
C[C@H]1CN([C@@H](C)CO)C(=O)c2cc(C#CCN(C)C)cnc2O[C@H]1CN(C)C(=O)c1ccc(F)cc1,0.7
Cc1ccc(S(=O)(=O)N(C)C[C@@H]2Oc3c(NC(=O)CCCCCC(=O)Nc4ccccc4N)cccc3C(=O)N([C@@H](C)CO)C[C@H]2C)cc1,0.8
CO[C@H](CN(C)C(=O)c1ccc2c(c1)OCO2)[C@@H](C)CN([C@@H](C)CO)S(=O)(=O)c1ccc(C)cc1,-0.1
CCCNC(=O)C[C@H]1CC[C@H]2[C@H](COc3ccc(NS(=O)(=O)c4ccccc4C)cc3C(=O)N2C)O1,0.3
CCCN(C)C[C@H]1Oc2cc(C#Cc3ccc(F)cc3)ccc2S(=O)(=O)N([C@@H](C)CO)C[C@H]1C,-0.4
C[C@H]1CN([C@@H](C)CO)S(=O)(=O)c2ccc(-c3ccc(F)cc3)cc2O[C@H]1CN(C)CC1CC1,-0.3
C[C@@H](NC(=O)C[C@H]1C=C[C@@H](NS(=O)(=O)c2cccc(F)c2)[C@H](CO)O1)c1ccccc1,-1.1
CCCNC(=O)C[C@@H]1CC[C@@H]2[C@H](COC[C@@H](O)CN2C(=O)c2ccc(F)cc2)O1,-1.3
O=C(Cc1ccccn1)N[C@@H]1CC[C@@H](CCNS(=O)(=O)c2cccc(F)c2)O[C@H]1CO,-5.2
CCCC(=O)N1CCC2(CC1)CN(Cc1ccncc1)[C@H](CO)c1[nH]c3cc(OC)ccc3c12,0.2
C[C@@H]1CN([C@H](C)CO)C(=O)c2cc(C#CCN(C)C)cnc2O[C@H]1CN(C)C(=O)Nc1cccc(F)c1,-0.4
C[C@H]1CCCCO[C@H](CN(C)Cc2ccccc2)[C@@H](C)CN([C@@H](C)CO)C(=O)c2cc(NC(=O)NC3CCCCC3)ccc2O1,-0.2
COc1ccc(C#Cc2ccc([C@H]3[C@@H](CO)N4C(=O)CN(C(=O)c5ccc(F)cc5)C[C@H]34)cc2)cc1,1.2
CO[C@H]1CN(C)C(=O)c2cc(NC(=O)C3CC3)ccc2OC[C@H](C)N(CC2CCCC2)C[C@@H]1C,0.3
CC(C)NC(=O)N1CCCCN2[C@H](CO)[C@H](c3ccc(C#Cc4ccccc4)cc3)[C@@H]2C1,1.3
CC(C)NC(=O)N1C[C@@H]2[C@H](c3ccccc31)[C@H](CO)N2C(=O)c1ccccc1F,0.4
CO[C@@H]1CN(C)C(=O)c2cc(NS(C)(=O)=O)ccc2OC[C@@H](C)N(C(=O)C2CC2)C[C@@H]1C,-0.9
C[C@H]1CCCCO[C@@H](CN(C)C(=O)c2ccccc2)[C@@H](C)CN([C@@H](C)CO)C(=O)c2cc(NC(=O)C3CCCCC3)ccc2O1,0.4

# Some of the entries so far, bar-delimited.
SMILES | TcdB GH inh
O=C(Cc1ccccn1)N[C@@H]1CC[C@@H](CCNS(=O)(=O)c2cccc(F)c2)O[C@H]1CO | -5.2
CCCC(=O)N1CCC2(CC1)CN(Cc1ccncc1)[C@H](CO)c1[nH]c3cc(OC)ccc3c12 | 0.2
C[C@@H]1CN([C@H](C)CO)C(=O)c2cc(C#CCN(C)C)cnc2O[C@H]1CN(C)C(=O)Nc1cccc(F)c1 | -0.4
C[C@H]1CCCCO[C@H](CN(C)Cc2ccccc2)[C@@H](C)CN([C@@H](C)CO)C(=O)c2cc(NC(=O)NC3CCCCC3)ccc2O1 | -0.2
COc1ccc(C#Cc2ccc([C@H]3[C@@H](CO)N4C(=O)CN(C(=O)c5ccc(F)cc5)C[C@H]34)cc2)cc1 | 1.2
CO[C@H]1CN(C)C(=O)c2cc(NC(=O)C3CC3)ccc2OC[C@H](C)N(CC2CCCC2)C[C@@H]1C | 0.3
CC(C)NC(=O)N1CCCCN2[C@H](CO)[C@H](c3ccc(C#Cc4ccccc4)cc3)[C@@H]2C1 | 1.3
CC(C)NC(=O)N1C[C@@H]2[C@H](c3ccccc31)[C@H](CO)N2C(=O)c1ccccc1F | 0.4
CO[C@@H]1CN(C)C(=O)c2cc(NS(C)(=O)=O)ccc2OC[C@@H](C)N(C(=O)C2CC2)C[C@@H]1C | -0.9
C[C@H]1CCCCO[C@@H](CN(C)C(=O)c2ccccc2)[C@@H](C)CN([C@@H](C)CO)C(=O)c2cc(NC(=O)C3CCCCC3)ccc2O1 | 0.4

# (continued)
SMILES,TcdB GH inh
C[C@H]1CN([C@@H](C)CO)C(=O)c2cc(-c3cccc(F)c3)cnc2O[C@@H]1CN(C)C(=O)c1ccccn1,0.5
Cc1ccc(-c2cnc3c(c2)C(=O)N([C@H](C)CO)C[C@@H](C)[C@@H](CN(C)C(=O)c2cccc(F)c2)O3)cc1,2.0
COc1ccccc1CNC(=O)C[C@@H]1C[C@@H]2c3cc(NC(=O)c4ccc5c(c4)OCO5)ccc3O[C@@H]2[C@H](CO)O1,0.5
CCNC(=O)C[C@@H]1CC[C@@H]2[C@H](COc3ccc(NC(=O)c4ccccc4)cc3C(=O)N2C)O1,0.0
CO[C@H]1CN(C)C(=O)c2cc(NC(C)=O)ccc2OC[C@H](C)N(Cc2ccccn2)C[C@H]1C,-9.4
CN1c2ccc(-c3ccccc3F)cc2[C@H]2[C@H](CCN2C(=O)Cc2ccccn2)[C@@H]1CO,-0.9
COCC(=O)N1CC2(CN(Cc3ccccc3)C2)c2c(n(C)c3cc(OC)ccc23)[C@@H]1CO,-0.4
CC=Cc1ccc2n(c1=O)C[C@H]1[C@H](CO)[C@@H](C(=O)NCc3cccc(OC)c3)N[C@@H]21 (mixture of isomers),-1.5
O=C(C[C@@H]1CC[C@H]2[C@@H](COC[C@@H](O)CN2Cc2ccc(F)cc2)O1)NCc1ccccc1Cl,0.6
COc1ccc(NC(=O)Nc2ccc3c(c2)C(=O)N([C@H](C)CO)C[C@H](C)[C@@H](CN(C)S(=O)(=O)c2ccc(F)cc2)OCCCC[C@@H](C)O3)cc1,-0.7
O=C(O)C[C@H]1C[C@@H]2c3cc(NC(=O)c4ccc5c(c4)OCO5)ccc3O[C@@H]2[C@H](CO)O1,0.5
COc1ccc(CN(C)C[C@@H]2Oc3c(NC(=O)Nc4ccc(F)cc4)cccc3C(=O)N([C@@H](C)CO)C[C@H]2C)cc1,-0.1
COc1cccc(-c2ccc([C@H]3[C@H](CO)N4C(=O)CN(C(=O)NC(C)C)C[C@@H]34)cc2)c1,-0.2
C[C@H](CO)N1C[C@H](C)[C@H](CN(C)S(=O)(=O)c2ccccc2)Oc2ncc(C#Cc3ccccc3)cc2C1=O,0.2
O=C(Cc1ccccc1)N1C[C@H]2[C@@H](c3ccccc31)[C@@H](CO)N2C(=O)c1cccc(F)c1,0.2
C[C@H](CO)N1C[C@H](C)[C@H](CN(C)C(=O)Nc2ccc3c(c2)OCO3)Oc2ccc(NC(=O)C3CC3)cc2CC1=O,0.4
C[C@@H]1CN([C@H](C)CO)C(=O)c2cc(-c3ccccc3F)cnc2O[C@@H]1CN(C)Cc1ccccc1F,-0.1
COc1ccc(S(=O)(=O)N[C@@H]2CC[C@@H](CC(=O)O)O[C@@H]2CO)cc1,0.0
CCN1[C@@H]2c3ccc(-c4ccccc4)c(=O)n3C[C@@H]2[C@@H](CO)[C@@H]1C(=O)NCC1CC1,-0.7
CO[C@H]1CC[C@@H]2CCOc3c(C#N)cccc3C(=O)N(C)C[C@H](OC)[C@H](C)C(=O)N(C)C[C@@H]1O2,0.0&0.2
CN1CCN(C(=O)C[C@H]2CC[C@@H]3[C@H](COC[C@@H](O)CN3C(=O)Nc3ccc(F)cc3)O2)CC1,0.4

# Screening results as filed in PubChem.
